Screens deposited in PubChem BioAssay by National Center for Advancing Translational Sciences (NCATS).
Tb PFK inh = qHTS Assay to Find Inhibitors of T. brucei phosphofructokinase; 330,000 compounds, 0.17% hits; ATP-dependent 6-phosphofructokinase (Trypanosoma brucei brucei), O15648; AID 485367, 2010; Potency, µM (doses to about 57.5 µM), for the others: top-dose activity, negative = inhibition, hits mostly inhibitors; T. brucei PFK, ADP-Glo luminescence;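 note: potency is the fitted concentration of half-maximal effect; 0% = uninhibited 1x PFK enzyme wells and -100% = no-enzyme wells; nearly all actives have a fitted effect of over 60% in size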
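ADP-Glo luminescence quantified ADP after 45 min at room temperature, with 1.25 nM T. brucei PFK, 0.1 mM ATP and 0.5 mM fructose-6-phosphate in pH 8.0 TEA buffer. qHTS titrations up to 57 µM; curves classified by quality.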
FBPA coupling cs = qHTS Assay for Inhibitors of Fructose-1,6-bisphosphate Aldolase from Giardia Lamblia: Coupling assay counterscreen; coupling enzyme system counterscreen, AmpLite Red fluorescence; activity change, negative = inhibition, % at 58.2 µM, hits read low; 290,000 compounds, 0.67% hits; in the data active = activity change below about -30%; note: % is set by controls: 0 for no effect and ±100 for the full control effect
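Counterscreen lacking aldolase: glyceraldehyde-3-phosphate coupling-enzyme reagent preincubated 10 min at RT with compound (at 57.5 uM final), then substrate/coupling system with AmpLite Red added; fluorescence read at 525/598 nm after 20 min RT.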
Gal4-VP16 FLuc = VP16 counterscreen qHTS for inhibitors of ROR gamma transcriptional activity. Potency, µM (series often up to 53.6 µM), inactives show at the top dose activity, negative = inhibition, usual class: inhibitors. Drosophila S2 Gal4-VP16 UAS-luciferase, luminescence, 20 h. 310,000 compounds, 3.5% hits. AID 2546, 2010;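 note: Gal4-VP16 expression switched on by copper sulfate through the metallothionein promoter; potency is the fitted concentration of half-maximal effect; % is set by controls: 0 for no effect and ±100 for the full control effect; nearly all actives have a fitted effect of over 50% in size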
Giardia killer = Small Molecules that selectively kill Giardia lamblia: qHTS; activity change, % at 7.66 µM, hits read low; 340,000 compounds, 0.15% hits; AID 540267, 2011; Giardia lamblia trophozoite viability; in the data active = activity change below about -80%; inconclusive = between about -30% and that limit;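 note: parasites exposed to compound for two days anaerobically before the ATP read; % is set by controls: 0 for no effect and ±100 for the full control effect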
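Killing of trophozoites was scored by loss of ATP luminescence after a 48 hrs anaerobic exposure to compounds at 37 deg C, using 100 cells per well.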
Rab9 promoter act = qHTS Assay for Rab9 Promoter Activators. Huh7 Rab9 promoter-luciferase reporter, luminescence, 24 h. Potency, µM (highest dose often 9.22 µM), for the others: top-dose activation, negative = inhibition, most hits filed as activators. 320,000 compounds, 2.8% hits. AID 485297, 2010; note: potency is the fitted concentration of half-maximal effect; % of control where 0% means no effect; nearly all actives have a fitted effect of over 60% in size
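Steps: seed 1500 Huh7 Rab9-luc cells per well, rest 2 h at 37 °C; add compound in DMSO; incubate 24 h; add luciferase reagent, 10 min ambient; read luminescence.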
NPC1 prom act = qHTS Assay for NPC1 Promoter Activators; Huh7 NPC1 promoter luciferase reporter, 24 h; AID 485313, 2010; Potency, µM (doses to about 9.22 µM), for inactives: top-dose activation, usual class: activators; 320,000 compounds, 2.4% hits;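 note: potency is the fitted concentration of half-maximal effect; % of control where 0% means no effect; nearly all actives have a fitted effect of over 60% in size; reporter is driven by a mutant NPC1 promoter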
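Luminescence from an NPC1 promoter-driven luciferase reporter in stably transfected Huh7 cells was measured after 24 h compound treatment at 37 °C, followed by 10 min ambient incubation with luciferase detection reagent.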
KCNH2 3.1 inh = qHTS for Inhibitors of KCHN2 3.1: Mutant qHTS; U2OS KCNH2 3.1, thallium flux FluxOr; hits give low values; activity change, % (tested at about 1.8 µM); 340,000 compounds, 0.95% hits; AID 720553, 2013;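 active = maximum activity change below -70%; inconclusive = maximum activity change from -70% to -50%; inactive = maximum activity change above -50%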;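 note: thallium influx rate constant from kinetic fluorescence after stimulation buffer; % is set by controls: 0 for no effect and ±100 for the full control effect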
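Thallium flux via FluxOr fluorescence (Red40 quencher, 45 min loading) in U2OS cells virally expressing the KCNH2 3.1 isoform (1.77 x 10^8 /mL virus, overnight at 37 C). Rate constants from 2-min kinetic reads post-stimulation, normalised to positive and negative controls.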
RORg inh = qHTS for inhibitors of ROR gamma transcriptional activity. Drosophila S2 Gal4-RORgamma UAS-luciferase reporter, 20 h. Potency, µM (doses to about 53.6 µM), without a hit: top-dose activity change, negative = inhibition, actives largely listed as inhibitors. 310,000 compounds, 5.4% hits. AID 2551, 2010; note: potency is the fitted concentration of half-maximal effect; % is set by controls: 0 for no effect and ±100 for the full control effect; nearly all actives have a fitted effect of over 60% in size
Target sequence (P51450 whole entry, looked up, the tested form may be a part): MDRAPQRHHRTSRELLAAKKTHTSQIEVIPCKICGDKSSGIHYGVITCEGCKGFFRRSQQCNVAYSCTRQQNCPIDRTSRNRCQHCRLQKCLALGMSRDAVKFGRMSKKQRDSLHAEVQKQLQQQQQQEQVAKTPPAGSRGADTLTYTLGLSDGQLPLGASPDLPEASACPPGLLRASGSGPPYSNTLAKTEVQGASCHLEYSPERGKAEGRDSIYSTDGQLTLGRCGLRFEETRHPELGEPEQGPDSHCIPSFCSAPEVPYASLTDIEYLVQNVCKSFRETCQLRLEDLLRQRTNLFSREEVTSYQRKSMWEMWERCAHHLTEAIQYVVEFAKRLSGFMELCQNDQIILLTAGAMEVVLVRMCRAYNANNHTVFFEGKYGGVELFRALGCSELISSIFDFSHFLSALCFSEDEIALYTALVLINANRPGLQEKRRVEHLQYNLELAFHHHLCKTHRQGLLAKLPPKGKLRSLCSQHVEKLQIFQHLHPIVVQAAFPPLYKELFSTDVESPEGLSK
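Stable Schneider cell line, Gal4 DNA-binding domain fused to ROR gamma, UAS-luciferase. Cmpd 1 hr RT → CuSO4 700 uM final → 20 hr RT → luciferase reagent 10 min → luminescence.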
ELG1 genotoxic = qHTS screen for small molecules that induce genotoxicity in human embryonic kidney (HEK293T) cells expressing luciferase-tagged ELG1; HEK293T ELG1-luciferase reporter, luminescence, 16 h; Potency, µM (top dose mostly 46 µM), inactives show at the top dose activity change, positive = activation, hits mostly activators; 330,000 compounds, 1.3% hits; AID 504466, 2011; note: potency is the fitted concentration of half-maximal effect; % of control where 0% means no effect; nearly all actives have a fitted effect of over 60% in size
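Quantitative HTS format in 1536-well plates. HEK293T ELG1-luciferase reporter cells receive test compound and are incubated 16 hr at 37 °C, 5% CO2; ONE-Glo added, 30 min room temperature, then luminescence read.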
FLuc counter = qHTS profiling assay for firefly luciferase inhibitor/activator using purifed enzyme and Km concentrations of substrates (counterscreen for miR-21 project). Luciferin 4-monooxygenase (Photinus pyralis), P08659. purified FLuc, Km substrates, luminescence inhibition. Potency, µM (highest dose often 57.5 µM), inactives show at the top dose activity change, negative = inhibition, most hits filed as inhibitors. 360,000 compounds, 6.9% hits. AID 588342, 2011;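 note: potency is the fitted concentration of half-maximal effect; plate controls were vehicle for no effect and reference inhibitor for full effect; nearly all actives have a fitted effect of over 55% in size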
Target sequence (P08659 whole entry, looked up): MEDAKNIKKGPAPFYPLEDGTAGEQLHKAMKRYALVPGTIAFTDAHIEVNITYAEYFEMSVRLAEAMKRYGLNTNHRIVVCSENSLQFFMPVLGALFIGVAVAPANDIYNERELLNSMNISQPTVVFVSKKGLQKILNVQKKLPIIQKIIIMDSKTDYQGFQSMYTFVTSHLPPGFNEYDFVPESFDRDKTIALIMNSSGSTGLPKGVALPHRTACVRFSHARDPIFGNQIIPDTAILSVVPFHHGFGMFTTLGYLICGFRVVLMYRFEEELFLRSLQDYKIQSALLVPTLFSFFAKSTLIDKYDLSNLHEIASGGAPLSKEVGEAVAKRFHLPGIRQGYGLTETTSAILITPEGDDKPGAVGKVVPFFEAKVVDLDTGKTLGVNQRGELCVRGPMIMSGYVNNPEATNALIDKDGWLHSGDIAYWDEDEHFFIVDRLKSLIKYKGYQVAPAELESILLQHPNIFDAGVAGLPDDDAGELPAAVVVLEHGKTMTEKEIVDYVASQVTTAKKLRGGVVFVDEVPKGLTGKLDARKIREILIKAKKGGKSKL
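Biochemical qHTS of compounds, final roughly 60 µM downward over six points, against 10 nM purified firefly luciferase using Km concentrations of substrates (10 uM D-luciferin, 10 uM ATP) in Tris acetate pH 7.5 buffer; luminescence output.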
uPA generation = qHTS for Inhibitors of Cell Surface uPA Generation; cell surface uPA generation assay, qHTS; Potency, µM (series often up to 38.3 µM), inactives show at the top dose activity change, negative = inhibition, usual class: inhibitors; 330,000 compounds, 0.31% hits; AID 540303, 2011; active = well fitted inhibition curve with a large enough effect; inconclusive = small, poorly fitted or top-dose-only effect; inactive = no such curve, though single readings can be large or run the other way; tested in mouse RAW 264.7 cells; note: potency is the fitted concentration of half-maximal effect; % is set by controls: 0 for no effect and ±100 for the full control effect; nearly all actives have a fitted effect of over 55% in size
* marks the source's active call; other numbers are inactive results; u = inconclusive; x = not tested or not shown; & = joins results of further samples; [ ] = another dose, or the depositor's remark. Unless noted, calls come from the whole dose curve; as a rule, active = well fitted curve in the direction sought with a large enough effect; inconclusive = small, poorly fitted or top-dose-only effect, or another doubt; inactive = no such curve, though single readings can be large; an effect the other way counts as inactive or inconclusive.

SMILES	Tb PFK inh	FBPA coupling cs	Gal4-VP16 FLuc	Giardia killer	Rab9 promoter act	NPC1 prom act	KCNH2 3.1 inh	RORg inh	ELG1 genotoxic	FLuc counter	uPA generation
CCN(C(=O)COC(=O)c1cccnc1SC)c1c(N)n(Cc2ccccc2)c(=O)[nH]c1=O	1%	x	x	-1	-1%	-4%	6	x	2%	2%	-4%
CN(C)c1nc(N2CCN(c3ccccc3)CC2)c(C#N)c(=O)o1	1%	0	-12%	-3	16%	1%	12	23%	-1%	12%	-2%
CCCCCc1ccc(-c2nnc(N)s2)cc1	1%	6	-6%	-4	u	23%	-2	-11%	u	21µM*	-2%
CC(C)(C)c1nnc(N/N=C/c2ccc(O)cc2)n(N)c1=O	1%	1	2.2µM*	-6	0%	-1%	-6	1.3µM*	-4%	13µM*	2%
COc1cc(NC(=O)C2CCN(S(=O)(=O)c3ccc(Cl)cc3)CC2)ccc1-n1cnnn1	-3%	0	1%	8	-4%	0%	-13	0%	-1%	1%	-14%
O=C(O)CCc1ccc(-c2ccccc2)n1-c1cccc(O)c1	2%	0	-2%	7	-5%	-2%	1	0%	0%	-1%	5%
COc1ccc(C)cc1NC(=O)CSc1nnc(-c2cc(C)[nH]n2)n1N	1%	x	0%	-14	-3%	14%	-4	5%	1%	-1%	-2%
COc1ccc(CNC(=O)c2ccc3c(c2)NC(=O)C(C)S3)cc1 (stereo unspecified)	-3%	-2	8%	-3	16%	7%	-4	22%	3%	u	3%
Cc1nn(C)c2c(=O)c(=O)c2n(C)[nH]1	1%	0	-1%	-2	-8%	0%	10	-10%	0%	-2%	-5%
N#C/C(=C\c1cn(CC(=O)N2CCCCC2)c2ccccc12)C(=O)NCc1ccc2c(c1)OCO2	5%	1	-5%	-4	-4%	-1%	21	-3%	2%	3%	3%
O=C(Nc1cccc(S(=O)(=O)Nc2ccccc2Cl)c1)c1ccc(N2CCCC2)c([N+](=O)[O-])c1	2%	3	-9%	-3	-5%	2%	-5	u	-2%	-16%	-8%
Cn1c(C(=O)Nc2ccc3c(c2)OCO3)cc2sccc21	-3%	-18	4%	-16	1.6µM*	1.4µM*	4	3%	u	3.4µM*	-2%
COC(=O)CN(c1nc(C)c(Br)c(OC)n1)S(=O)(=O)c1ccc(C)cc1	2%	0	1%	4	-1%	-2%	-18	12%	0%	4%	-2%
COc1cc(OC)cc(C(=O)Nc2ccccc2C(=O)NCc2cccnc2)c1	1%	0	6%	30	-4%	-7%	3	8%	-7%	1%	5%
COc1ccccc1Nc1cc(N2CCOCC2)c2nonc2c1[N+](=O)[O-]	2%	-1	5%	2	-6%	0%	-4	1%	1%	4%	-3%
COc1ccc(C(=O)N2CC3(CC(c4cccc(NC(=O)CC(c5ccccc5)c5ccccc5)c4)=NO3)C[C@H]2C(N)=O)cc1 (stereo partly specified)	3%	-1	10%	-1	0%	u	16	u	-6%	-2%	2%
O=C(CO)C(O)C(O)C(O)CO (stereo unspecified)	-4%	-1	7%	9	0%	-1%	11	-16%	1%	0%	-3%
C[C@@H](C(=O)Nc1ccc2ccccc2c1)[C@@H]1C[C@@]1(C)[C@@H](NC(=O)c1ccccc1)c1ccccc1	-5%	-2&-9	1%&4%	4	-10%	-4%	2	9%&5%	-3%	0%	12%
CCOc1cc(CNCCN(C)C)c(Cl)cc1OCC(=O)NCCc1ccccc1	3%	2	-8%	16	-7%	2%	-1	-13%	6%	0%	-5%
COc1ccc(C(C(=O)NC(C)C)N(C(=O)CCC(=O)Nc2nccs2)c2ccccc2F)cc1 (stereo unspecified)	-1%	-1	8%	-7	-10%	-8%	2	12%	-3%	5%	1%
O=C(COc1ccc(Cl)cc1)Nc1cccc(-c2ccc(N3CCOCC3)nn2)c1	-21%	x	x	-13	1.6µM*	3.2µM*	-31	x	2.1µM*	1.3µM*	-11%
CC(C)COC(=O)n1c(SCC(=O)N(C)C)nc2ccccc21	2%	-1	-1%	9	u	u	-23	-3%	4%	u	2%
Cc1cc(=O)oc2cc(OCC(=O)N3c4ccccc4CC3C)ccc12 (stereo unspecified)	2%	1	-17%	-2	-1%	-12%	-8	u	14%	1%	-10%
CCOC(=O)c1cnc2c(ccc3ccccc32)c1NCCCN(C)C	-9%	-1	-3%	33[activator]	5%	-4%	-25	11%	u	7.6µM*	4%
CCCC(C(=O)NC1CCCC1)N(CC1CCCO1)C(=O)CNS(=O)(=O)c1ccccc1 (stereo unspecified)	0%	0	-4%	12	7%	-3%	-3	-8%	11%	3%	6%

Next section; the last 2 above are carried over.
SMILES	Tb PFK inh	FBPA coupling cs	Gal4-VP16 FLuc	Giardia killer	Rab9 promoter act	NPC1 prom act	KCNH2 3.1 inh	RORg inh	ELG1 genotoxic	FLuc counter	uPA generation
CCOC(=O)c1cnc2c(ccc3ccccc32)c1NCCCN(C)C	-9%	-1	-3%	33[activator]	5%	-4%	-25	11%	u	7.6µM*	4%
CCCC(C(=O)NC1CCCC1)N(CC1CCCO1)C(=O)CNS(=O)(=O)c1ccccc1 (stereo unspecified)	0%	0	-4%	12	7%	-3%	-3	-8%	11%	3%	6%
CN1C2=NCCN2C(=O)c2ccccc21	1%	0	-2%	11	-5%	7%	1	1%	1%	0%	5%
Cc1cccc(NC(=S)NC2CC3CCC(C2)N3Cc2ccco2)c1 (stereo unspecified)	-1%	0	-4%	4	-5%	-7%	2	-39%	-3%	-4%	-8%
O=C(CN1CC(c2ccccc2)CC1=O)OCc1cccc(Br)c1 (stereo unspecified)	-4%	0	0%	-6	6%	-1%	1	7%	5%	-1%	2%
O=S(=O)(c1cccc2nsnc12)N1CCN(c2ccc(F)cc2)CC1	-3%	1	-3%	-8	-5%	-2%	-11	u	-4%	3%	3%
COC(=O)CSc1nccc(-c2ccc(F)cc2)c1C#N	-3%	8	-12%[10 µM]	3	1%	-13%	2	-8%	0%	-20%	-2%
CCC(C)[C@H](NC(=O)c1cc2cc(Cl)ccc2n1C)C(=O)N1CCC[C@H]1C(=O)O (stereo partly specified)	0%	8	1%	17	0%	1%	-4	15%	4%	-1%	-1%
CC(C)CC(=O)N1CCN(Cc2ccccc2Cl)CC1	2%	-1	-3%	-25	0%	1%	-1	1%	-6%	-5%	5%
COc1cc(C2=NOC(C(=O)NC3CCCCC3)C2)cc(OC)c1OC (stereo unspecified)	-4%	1	-9%	-22	7%	-2%	0	-4%	-2%	1%	x
Cc1ccc(NC(=O)CSc2ccc(-c3ccccn3)nn2)c(C)c1	-2%	x	-13%	-9	7%	7%	15	-11%	-1%	-9%	-1%
O=C(CCNC(=O)c1ccccc1)NC1CCCc2ccccc21 (stereo unspecified)	0%	x	x	-18	1%	-3%	4	x	-2%	9%	-3%
COc1ccc(-c2cc(C(F)(F)F)nc(NC3CCCC3)n2)cc1OC	-2%	-3	-7%	11	-2%	-6%	-18	27%	1%	-1%	-2%
Cc1ccc(C(=O)COC(=O)CCC(=O)Nc2cccc(Cl)c2)cc1[N+](=O)[O-]	1%	4	-4%	-21	2%	-1%	-6	0%	2%	-3%	-2%
Cc1c(C(=O)CN2CCOCC2)[nH]c2ccccc12	4%	2	5%	-21	10%	1%	14	-35%	-1%	-1%	-3%
Cc1cc(Br)cc(Cl)c1OC(=O)c1ccncc1	-11%	1	-27%	-8	0%	-3%	u	-21%	0%	-3%	-1%
O=[N+]([O-])c1cc(-c2ccc(/C=N\n3cnnc3)o2)cc([N+](=O)[O-])c1	u	0	9%	-15	3%	13%	-1	-41%	-5%	2%	-1%
CC(C)OCCCn1c(=O)c2ccccc2n2c(CCC(=O)N3CCN(c4ccccn4)CC3)nnc12	2%	x	3%	0	-7%	-3%	-7	15%	-9%	-1%	-5%
CC(C)(C)C(=O)N1CCN(c2c(Cl)cccc2[N+](=O)[O-])CC1	-4%	1	9%[0.365 µM]	-3	-3%	-3%	-22	22%	0%	0%	-4%
COCCN(C(=O)COC(=O)CCCOc1ccc(OC)cc1)c1c(N)n(Cc2ccccc2)c(=O)[nH]c1=O	-26%	x	x	13	0%	-3%	9	x	1%	-2%	22%
Cc1ccc(-c2ccc(=O)n(CC(=O)NCCN(C)C)n2)cc1	1%	1	2%	-11	-2%	-2%	-6	-7%	3%	1%	-2%
